# IL1B secr inh – inhibitors of inflammasome signaling (IL-1 beta secretion); AID 743279; THP-1 LPS/ATP IL-1B secretion, AlphaLISA, 16 h; active compounds read low; 360,000 tested, 4.7% active; activity change, % at 57.5 µM; in the data active = activity change below about -50%; inconclusive = mostly about -30% to -49%; also: % is scaled to controls: 0 for no effect and ±100 for the full control effect
#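 THP-1 cells pretreated 1 hr with compounds (up to 57.5 uM final), then stimulated with LPS (250 ng/mL final) plus ATP (1.25 mM final); secreted IL-1B measured by AlphaLISA after 16 hr, decreased signal indicating inhibition.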
# HepG2 viability – counter-screen for TGF-b inhibitors: cytotoxicity in HepG2 cells | HepG2 CAGA-GFP viability, ATP luminescence, 18 h | Potency, µM (highest dose often 46.1 µM), for the others: at the top dose activity change, negative = cytotoxicity, most hits filed as cytotoxic | 410,000 tested, 0.76% active; also: potency is read from the fitted curve at half-maximal effect; some results filed as inactive show a strong effect at the top dose
#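 HepG2 CAGA-GFP cells (1000/well, DMEM with 1% FBS) received compound, then TGF-beta at 500 pg/mL final, and were incubated 18 hours at 37 degrees C. Viability was read by CellTiter-Glo luminescence. Media-only wells were set as complete cell-killing and DMSO as no toxicity.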
# ATXN2 expr inh – ATXN2 expression inhibition. Potency, µM (titrated, usually from 57 µM), without a hit: at the highest dose activity change, negative = inhibition, hits mostly inhibitors. 360,000 tested, 0.72% active. HEK-293 ATXN2-luciferase reporter, luminescence, 24 h; also: potency is read from the fitted curve at half-maximal effect; % is scaled to controls: 0 for no effect and ±100 for the full control effect; nearly all actives have a fitted effect of over 55% in size
#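 ATXN2-luciferase reporter cells (luciferase flanked by upstream and downstream ATXN2 gene portions) were treated 24 h at 37 °C with compounds at up to 57 uM. SteadyGlo luminescence gave expression; GF-AFC fluorescence gave viability.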
# ATXN viability – reduces viability in counter-screen for ATXN expression inhibitors | AID 651635 | 400,000 tested, 0.49% active | Potency, µM (top dose mostly 56.7 µM), actives largely listed as cytotoxic | S2 cells (HEK-293 line with an ATXN2-luciferase reporter) viability, CellTiter-Fluor protease fluorescence, 24 h; also: potency is read from the fitted curve at half-maximal effect; nearly all actives have a fitted effect of over 40% in size
# SW480 rereplic – DNA re-replication induction in SW480 cells. SW480 DNA re-replication, Hoechst DNA content imaging, 48 h. Potency, µM (titrated, usually from 46.1 µM), for the others: at the top dose re-replication activation, most hits filed as activators. 340,000 tested, 1.8% active; also: potency is read from the fitted curve at half-maximal effect; % of control where 0% means no effect; nearly all actives have a fitted effect of over 55% in size
#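 Quantitative HTS format with DMSO vehicle controls; 48 hr drug incubation at 37 C, then 40 min Hoechst staining and scanning imager measurement at 405 nm excitation.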
# KB-3-1 tox – KB-3-1 parental cell cytotoxicity; KB-3-1 viability, CellTiter-Glo ATP luminescence, 72 h; Potency, µM (series often up to 46.1 µM), inactives show at the top dose activity change, negative = cytotoxic, usual class: cytotoxic; 400,000 tested, 1.4% active; also: potency is read from the fitted curve at half-maximal effect; % is scaled to controls: 0 for no effect and ±100 for the full control effect; nearly all actives have a fitted effect of over 60% in size
#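 Parental KB-3-1 adenocarcinoma cells in phenol-red-free DMEM with 10% FBS were pin-treated with compounds at several concentrations, incubated 72 h at 37 °C, and viability read by CellTiter-Glo luminescence; concentration-effect curves were fitted after normalization.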
# MCF10A rereplic – inducers of DNA re-replication in MCF 10A breast cells | MCF 10A DNA re-replication, Hoechst nuclear intensity, 48 h | Potency, µM (series often up to 46.1 µM), inactives show at the top dose activity, positive = re-replication, actives largely listed as activators | 350,000 tested, 2.9% active | AID 624296; also: potency is read from the fitted curve at half-maximal effect; % of control where 0% means no effect; nearly all actives have a fitted effect of over 50% in size
# HT1080 IDH1KD tx – toxicity to HT-1080 IDH1 knockdown cells (counter line); AID 686971; HT-1080 IDH1 knockdown viability, ATP luminescence, 48 h; 360,000 tested, 2% active; Potency, µM (titrated, usually from 46.1 µM), for inactives: at the highest dose activity, negative = toxicity, usual class: cytotoxic;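 also: potency is read from the fitted curve at half-maximal effect; 0% = DMSO wells and -100% = cell-free medium wells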
#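 HT-1080-IDH1KD cells (IDH1 knocked down), 750/well in RPMI with 5% FBS, treated with compound 48 h at 37 degrees C. Viability by CellTiter-Glo luminescence, normalised to DMSO and no-cell wells; concentration-response curves classed.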
# HT1080NT lethal – kills 2HG-producing HT-1080-NT fibrosarcoma cells; HT-1080-NT fibrosarcoma viability, CellTiter-Glo ATP luminescence, 48 h; Potency, µM (doses to about 46.1 µM), without a hit: at the top dose activity, negative = less viability, most hits filed as cytotoxic; 360,000 tested, 1.6% active; AID 686970;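 also: NT is the 2HG producing partner of a matched IDH1 knockdown line; potency is read from the fitted curve at half-maximal effect; 0% = DMSO-treated cells and -100% = media-only wells without cells; nearly all actives have a fitted effect of over 55% in size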
#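 A 48-hour cytotoxicity screen used HT-1080-NT cells plated 2 hours before compound delivery. ATP-based CellTiter-Glo luminescence measured viability, normalized to DMSO and no-cell controls.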
# * marks the source's active call; other numbers are inactive results; i = inactive; ? = inconclusive; / = not tested or not shown; [ ] = remark or other dose. Unless noted, calls follow the shape of the dose curve; as a rule, active = well fitted curve in the direction sought with a large enough effect; inconclusive = small, poorly fitted or top-dose-only effect, or another doubt; inactive = no such curve, though single readings can be large; an effect the other way counts as inactive or inconclusive. Only part of the results is shown (hit frequency here may not be typical).
SMILES,IL1B secr inh,HepG2 viability,ATXN2 expr inh,ATXN viability,SW480 rereplic,KB-3-1 tox,MCF10A rereplic,HT1080 IDH1KD tx,HT1080NT lethal
O=C1NC(=O)C(=Cc2cc3c(cc2[N+](=O)[O-])OCO3)C(=O)N1,19.1,0.2%,-12.5%,i,-0.9%,-3.4%,11.1%,-0.2%,1.0%
CC(C)OC(=O)c1cc(C(=O)c2cc(Cl)ccc2O)coc1=N,-1.1,-1.7%,-34.6%,?,0.0%,-3.1%,1.3%,12.3%,-24.2%
O=C1NC(=O)C(Nc2ccccc2)C(=O)N1,9.7,-10.9%,5.3%,i,-1.3%,-0.4%,4.0%,13.6%,-0.6%
CCCCOc1ccc(CN2CCN(CC)CC2)cc1,24.5,-5.3%,28.3%,i,-4.7%,-0.9%,6.4%,5.7%,-0.5%
O=C1c2ccccc2-c2cc3ccccc3cc21,-9.3,-1.8%,74.9%[activator],?,0.0%,-6.4%,20.4%,-1.7%,4.9%
COc1ccc(Cn2c(N)c(C(=O)NCc3ccco3)c3nc4ccccc4nc32)cc1,?,-57.7%,-28.3%,i,2.31µM*,?,10µM*,-23.6%,-19.1%
O=C(NCc1cccs1)c1ccc(Br)o1,1.7,6.1%,4.0%,i,3.9%,2.6%,?,12.8%,14.3%
C=C[C@@H]1C2=CCOC(=O)C2=CO[C@H]1O[C@@H]1O[C@H](CO)[C@@H](O)[C@H](O)[C@H]1O,7.9,14.2%,12.3%,i,-4.0%,16.7%,-16.0%,7.9%,10.7%
Cc1c(C(=O)C(=O)N2CCC3(CC2)OCCO3)c2ccccc2n1C,15.5,3.2%,-14.1%,i,2.0%,0.5%,-2.6%,21.1%,4.9%
Cc1ccc(OP(N)(=O)Oc2ccc(C)cc2)cc1,-17.0,6.4%,6.7%,i,-22.8%,13.8%,20.4%,15.3%,9.0%
COc1ccc(C(=O)OC2C[C@H]3CC[C@@H](C2)N3O)cc1OC (stereo not given in full),4.9,-10.8%,16.6%,i,0.1%,1.6%,?,-25.8%,-24.2%
O=C(c1cc(S(=O)(=O)N2CCC3(CC2)OCCO3)ccc1F)N1CCC2(CC1)OCCO2,-11.2,-0.5%,/,i,-3.9%,-3.0%,-5.8%,2.8%,-6.8%
CCC(C)C(=O)N[C@@H](c1ccccc1)[C@@H](O)C(=O)O[C@H]1C[C@@]2(O)[C@@H](OC(=O)c3ccccc3)C3[C@](C)(C(=O)[C@H](OC(C)=O)C(=C1C)C2(C)C)[C@@H](O)C[C@H]1OC[C@@]31OC(C)=O (stereo not given in full),16.9,-10.9%,-24.1%,?,1.64µM*,0.0065µM*,73.3%,?,0.184µM*
CCOC(=O)CN1C(=O)N[C@@H](c2cccc(C(F)(F)F)c2)C(C(C)=O)=C1C,19.3,4.9%,5.0%,i,-9.3%,12.2%,?,1.2%,4.8%
CCC(C)NC(=O)c1c(N)n(Cc2ccc3c(c2)OCO3)c2nc3ccccc3nc12 (stereo not given),?,-10.8%,?,i,?,?,?,?,?
COc1ccc(C(O)c2cc(OC)ccc2OP(=O)(N(C)C)N(C)C)cc1 (stereo not given),3.2,-54.4%,-7.9%,i,-1.9%,-2.0%,0.0%,3.4%,0.4%
COc1ccc(C2(C#N)CC[N+](C)(C)CC2)cc1,21.0,-51.2%,-2.3%,i,3.6%,-0.6%,1.8%,0.6%,0.3%
CN1C2CNC(=O)CC1C1CCC2C1 (stereo not given),8.8,3.3%,/,i,/,-12.1%,/,0.2%,2.1%
CNC(=O)O/N=C(\N)Cc1csc2ccc(Cl)cc12,?,-22.8%,1.7%,i,?,-3.7%,?,20.6µM*,?
COc1cc(NC(=O)c2cccc3c(-c4cccnc4)coc23)cc(OC)c1OC,-77.7*,-22.0%,11.2µM*,?,/,?,/,-13.9%,?
COc1cc([N+](=O)[O-])c2ncccc2c1[N+](=O)[O-],-116.6*,-68.8%,?,?,/,?,/,7.31µM*,14.6µM*
CC1=C2[C@@H]3OC(=O)[C@H](C)C3CC[C@@]2(C)C=CC1=O (stereo not given in full),-2.5,-2.6%,/,?,-19.4%,2.1%,-2.8%,5.5%,10.4%
C[N+]12CN3CN(CN(C3)C1)C2,1.5,3.0%,-6.4%,?,?,7.2%,16.7%,11.4%,0.6%
Cc1cccc(N2C(=O)NC(=O)/C(=C/c3ccc([N+](=O)[O-])o3)C2=O)c1,-0.7,-30.2%,-4.0%,i,-18.5%,9.0%,5.9%,-4.8%,-0.8%
O=[N+]([O-])c1cccc(NP(=O)(N2CC2)N2CC2)c1,-3.0,10.9%,?,i,?,-2.5%,?,-2.1%,-1.2%
CN(C=O)CP(=O)(O)CN(C)C=O,0.0,4.7%,6.8%,i,-4.1%,6.1%,-1.5%,7.5%,12.3%
COc1ccc(OCC(=O)N2CCN(Cc3cc(=O)n4nc(-c5ccc(OC)cc5)sc4n3)CC2)cc1,/,-8.0%,-7.1%,i,/,1.0%,/,/,/
CCC(Oc1cc(Cl)ccc1Cl)C(=O)N1CCC2(CC1)OCCO2 (stereo not given),-7.6,7.5%,3.1%,i,2.3%,-0.1%,4.4%,0.4%,15.2%
C=CCn1c(O)c(C(C)=NC2CCN(Cc3ccccc3)CC2)c(=O)[nH]c1=O,-20.6,-13.1%,-20.7%,i,-19.8%,3.7%,1.1%,-1.3%,-0.9%
CCCNC(=O)c1c(N)n(CC2CCCO2)c2nc3ccccc3nc12 (stereo not given),-26.9,-16.2%,-8.0%,/,16.4µM*,-1.1%,18.4µM*,-22.2%,-16.5%
O=C1NS(=O)c2cc([N+](=O)[O-])cc([N+](=O)[O-])c21 (stereo not given),2.3,1.3%,?,i,-2.5%,3.5%,-4.5%,1.4%,4.3%
COCc1cc(OC(=O)N(C)C)nc(-c2ccccc2)n1,25.5,-7.7%,-12.7%,?,-7.6%,-7.3%,0.6%,-0.2%,0.4%
Cc1ccc(C)c(NC(=S)NCCc2cnc[nH]2)c1,/,11.5%,-5.9%,?,-52.3%[inhibitor],?,1.8%,23.2%,3.1%
Nc1c(C(=O)NCc2ccco2)c2nc3ccccc3nc2n1Cc1ccccc1,?,-53.4%,/,/,20.6µM*,-1.2%,?,-30.0%,-28.6%
O=C(c1ccc2nc(-c3ccco3)c(-c3ccco3)nc2c1)N1CCC2(CC1)OCCO2,-20.4,-7.4%,-3.3%,i,-23.6%,14.9%,0.5%,-9.4%,-8.1%
O=C(c1cc(Br)ccc1Cl)N1CCC2(CC1)OCCO2,1.2,-17.2%,10.4%,i,1.3%,-0.3%,16.1%,-7.0%,5.3%
N#CC1=C(N)C(C#N)(C#N)[C@H](c2ccncc2)[C@H]2CN(C(=O)OCc3ccccc3)CC=C12,6.1,5.2%,-4.1%,i,?,2.0%,122.7%,?,-3.8%
COC(=O)C1=C(c2ccc(F)cc2OCc2ccccc2)C[C@@H]2CC[C@H]1N2C(=O)NCc1ccccc1C(F)(F)F,-23.1,-18.7%,-5.8%,i,13.5%,?,?,3.6%,0.6%
C[C@]12CC[C@H](O)C[C@H]1CC[C@@H]1C2CC[C@]2(C)[C@@H](C3=CC(=O)OC3)[C@@H](O)C[C@]12O (stereo not given in full),-21.6,-55.5%,2µM*,?,?,2.31µM*,?,3.66µM*,5.8µM*
C=CCn1c(O)c(C(C)=NCCc2ccccc2)c(=O)[nH]c1=O,-1.7,-2.1%,0.0%,?,-7.4%,21.8%,-5.3%,6.6%,0.6%
C=CCCC1(CC)C(=O)NC(=S)NC1=O,0.4,-7.5%,7.6%,i,-0.2%,-13.6%,6.5%,14.7%,11.3%
Cc1ccc(OCC(=O)Nc2ccc(Cl)cc2C(=O)c2ccccc2)c(Br)c1,/,7.6%,0.0%,i,/,-10.5%,/,/,/
C=C1C(O)(c2ccccc2)C2CC[N+]1(C)CC2 (stereo not given),11.7,1.2%,3.6%,i,1.16µM*,-7.4%,?,2.5%,14.1%
CN(C)CCN=Cc1c(O)n(-c2cccc(C(F)(F)F)c2)c(=O)[nH]c1=O,15.2,-2.5%,-13.2%,i,11.1%,8.4%,9.4%,6.2%[9.24 µM],7.6%
Cc1[nH]c2ccccc2c1CCCNC1CCCCC1,?,-21.1%,-10.8%,i,?,-0.5%,11.7%,-17.5%,-16.4%
Cc1cc(OCC(=O)O)c2c3c(c(=O)oc2c1)CCCC3,17.8,-0.9%,7.5%,i,3.6%,0.9%,-5.1%,-7.2%,-1.1%
O=C1NC(=O)C(CCc2ccncc2)(c2ccccc2)C(=O)N1,-1.0,-22.3%,-3.7%,i,-8.2%,-0.4%,-1.4%,4.3%,7.4%
Cc1ccccc1N1C(=O)NC(=O)/C(=C\c2cc(C)n(C)c2C)C1=O,-16.5,-0.2%,6.6%,i,-10.2%,6.5%,-0.4%,11.6%,9.0%
Clc1ccc(OCC#CCN2CCOCC2)cc1,7.0,-15.2%,/,i,-2.3%,0.0%,-5.0%,8.6%,11.1%
OC(CNC1CCCCC1)C(F)(F)F (stereo not given),28.1,3.6%,17.4%[11.3 µM],i,-20.7%,18.3%,-0.4%,11.9%,-0.3%

# Entries above containing a thiophene ring, fused or not (2):
SMILES,IL1B secr inh,HepG2 viability,ATXN2 expr inh,ATXN viability,SW480 rereplic,KB-3-1 tox,MCF10A rereplic,HT1080 IDH1KD tx,HT1080NT lethal
O=C(NCc1cccs1)c1ccc(Br)o1,1.7,6.1%,4.0%,i,3.9%,2.6%,?,12.8%,14.3%
CNC(=O)O/N=C(\N)Cc1csc2ccc(Cl)cc12,?,-22.8%,1.7%,i,?,-3.7%,?,20.6µM*,?
